High-throughput results deposited in PubChem BioAssay by several laboratories.
Rac1 GTP hydrolysis: MgcRacGAP GTPase-activating activity inhibitors, confirmation, biochemical, ADP Hunter fluorescence. MgcRacGAP-stimulated Rac1 GTP hydrolysis, ADP Hunter fluorescence; higher % means a stronger effect; GST-tagged Rac1 F28L mutant substrate. inhibition, % at 30 µM, or IC50 in µM where a hit was titrated. 0.6% of 340,000 active. AID 624330;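 active means first-screen hits whose inhibition reached a set limit at any dose in the follow-up dose series; inconclusive means inhibition above the set first-screen limit but never retested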;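 further: fluorescence reports GDP produced by GAP-driven GTP hydrolysis; strong numbers were not always called active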
Large T inhibition: SV40 large T antigen inhibitors, biochemical (AID 1903); SV40 large T antigen ATPase/helicase inhibition assay; higher % means a stronger effect; one-dose inhibition, % at 20 µM; IC50 in µM for titrated hits; 0.39% of 310,000 active; in the data active means a potency from the dose series; inconclusive means inhibition mostly from about 32% at the one dose, without a potency; inactive means the rest, 99 in 100 with inhibition below about 32%; further: strong numbers were not always called active
NOD2 inhibition: inhibition of NOD2-driven NF-kB reporter – cell-based, luminescence, uHTS, HEK293 (AID 1566) | HEK293 NOD2/NF-kB luciferase reporter, luminescence; higher % means a stronger effect | 0.63% of 290,000 active | one-dose inhibition, % at 4 µM; EC50 in µM for titrated hits; further: many of its hits are not listed in these tables
HIV fusion peptide: cell-free HIV fusion peptide-binding blockers – biochemical, uHTS, fluorescence dequenching, primary screen (AID 1986) | inhibition, % at 20 µM, or IC50 in µM where a hit was titrated | cell-free peptide binding, fluorescence dequenching, 30 min; higher % means a stronger effect | 0.3% of 290,000 active; in the data active means inhibition mostly above about 52%, no sharp cut-off; inactive means mostly below about 76%; further: some results filed as inactive read as strong as hits
NOD1 NF-kB reporter: inhibition of NOD1-driven NF-kB reporter – cell-based, luminescence, uHTS, primary screen (AID 1578). NOD1-driven NF-kB luciferase reporter cells, luminescence; higher % means a stronger effect. one-dose inhibition, % at 4 µM; EC50 in µM for titrated hits. 1% of 290,000 active; in the data active means inhibition mostly above about 36%, no sharp cut-off; inactive means mostly below about 34%;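 further: HEK-293T reporter cells stimulated with the NOD1 agonist gamma-tri-DAP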
GPR55 activation: GPR55 agonists via beta-arrestin recruitment, primary screen, imaging, U2OS cells, beta-arrestin-GFP redistribution (AID 1961) | U2OS GPR55 beta-arrestin-GFP redistribution imaging; higher % means a stronger effect | one-dose activation, % at 10 µM; EC50 in µM for titrated hits | 0.048% of 290,000 active;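 active means activation above 40% with more than 50 cells counted in the well; inconclusive means wells holding fewer than 50 cells, flagged as toxic or sparse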;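 further: U2OS osteosarcoma cells stably expressing GPR55 and beta-arrestin-GFP; plate controls were DMSO negative control for no effect and LPI positive control for full effect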
GPR55 LPI antagonism: GPR55 antagonists blocking LPI-driven arrestin recruitment, primary screen, imaging, U2OS, beta-arrestin-GFP, LPI agonist (AID 2013); U2OS GPR55 beta-arrestin-GFP translocation imaging, LPI antagonism; higher % means a stronger effect; one-dose inhibition, % at 10 µM; IC50 in µM for titrated hits; 0.13% of 290,000 active;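 active means spots per cell inhibited over 60%, with over 100 cells counted and total cytoplasm intensity under 500,000; inconclusive means wells with under 100 cells, flagged as likely toxic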;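 further: U2OS cells stably carrying GPR55 and arrestin-GFP stimulated by 5 µM LPI near EC80; imaged beta-arrestin-GFP aggregate spots per cell after agonist stimulation; plate controls were LPI-stimulated DMSO wells for no effect and DMSO wells without LPI for full effect; some results filed as inactive read as strong as hits; confirmed hits need IC50 under 10 µM and bright autofluorescent wells are also inconclusive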
KOR beta-arrestin-1: KOR agonists, beta-arrestin recruitment, primary screen, cell-based, luminescence, uHTS (AID 1777) | 0.02% of 280,000 active | KOR beta-arrestin recruitment, luminescence; higher % means a stronger effect | one-dose activation, % at 10 µM; EC50 in µM for titrated hits; in the data active means activation above about 50%, passing the limit was not always enough; further: a part of the inactive calls stands beside numbers as strong as those of hits
KOR beta-arrestin-2: KOR antagonists, beta-arrestin recruitment, cell-based, luminescence, uHTS (AID 1778); inhibition, % at 10 µM; hits with a dose series show IC50 in µM; 0.091% of 290,000 active; KOR beta-arrestin recruitment, luminescence, antagonist mode; higher % means a stronger effect; further: strong numbers were not always called active
* marks the source's active call; other numbers are inactive results; u = inconclusive; x = no result given; [ ] = remark or other dose. Unless noted, no stated cut-off is given here; in the data, active means inhibition above about 50%; inactive means the rest.

SMILES | Rac1 GTP hydrolysis | Large T inhibition | NOD2 inhibition | HIV fusion peptide | NOD1 NF-kB reporter | GPR55 activation | GPR55 LPI antagonism | KOR beta-arrestin-1 | KOR beta-arrestin-2
CCN1C(=O)[C@H]2[C@@H](c3ccc(Cl)cc3)N3C(=O)CN(CCOC)C(=O)[C@@]3(C)[C@H]2C1=O | 5% | 8% | 16% | 0.3% | -10% | -0.2% | 1% | -1.1% | -14%[20 µM]
N#C/C(=C\c1ccc(-c2cccc([N+](=O)[O-])c2)o1)c1nnc(N2CCOCC2)n1-c1ccccc1 | x | 4% | 20% | -2.7% | 0% | 0.5% | -8% | 1.3% | -24%[20 µM]
COc1nnc(-c2ccccc2)s1 | 5% | 0% | -20% | -0.8% | -36% | -0.1% | 5% | -0.4% | -53%
CCc1ccc2nc(N(CCCN(C)C)C(=O)c3ccc4c(c3)OCCO4)sc2c1 | 5% | 27% | 6% | -0.8% | -16% | -0.1% | -9% | 5.9% | 5%
COCCN(C(=O)Cc1cccs1)C(C(=O)NCc1ccc(OC)cc1)c1ccc(OC)cc1 (configuration not stated) | -6% | 4% | -19% | -0.3% | 4% | 0.1% | -1% | -5.1% | -42%
Cc1ccc(-c2cc3ccccc3nc2N2CCOCC2)cc1 | x | 7% | 10% | -0.5% | -12% | 0.7% | 9% | -2.4% | 17%
CC(=O)c1cccc(NC(=O)c2ccc3c(=O)n4c(nc3c2)CCCCC4)c1 | 0% | -1% | 11% | -0.7% | -16% | 0.1% | -8% | -4.8% | 2%
c1ccc(CCNc2ccnc3cc4ccccc4cc23)cc1 | 14% | 9% | 4% | -7.6% | 31% | 0.5% | -12% | 6.7% | -80%
Cc1[nH]nc2nc(SCC(=O)NCC3CCCO3)n(-c3ccc(Br)cc3)c(=N)c12 (configuration not stated) | 5% | 6% | 9% | 0.1% | 30% | -0.2% | 20% | -2.9% | 16%
O=[N+]([O-])c1cccc(P(=O)(O)c2cccc([N+](=O)[O-])c2)c1 | -3% | 22% | 6% | 0.6% | -3% | -0.3% | -2% | 3.2% | 10%
Cc1ccc2nc(NC(=O)C3CCN(c4ncnc5sc(C)c(C)c45)CC3)sc2c1 | 2% | 1% | 10% | 0.6% | -13% | -0.1% | -8% | 2.8% | -24%
O=C(Cc1ccccc1)NN1C(=O)C2C3C=CC(C3)C2C1=O (configuration not stated) | 14% | 9% | 16% | 0.5% | 5% | -0.4% | 5% | -5.9% | 25%
CCCn1c(=O)c2ccccc2n2c(SCc3cc(=O)oc4ccc5ccccc5c34)nnc12 | 16% | 27% | 21% | 19% | 13% | 1.3% | -1% | 2.7% | 15%
CN(C)CCCCOc1cccc(Br)c1 | 19% | 5% | 3% | -0.4% | -11% | 0.1% | 17% | -0.5% | 24%
O=C1NC(=O)/C(=C\c2ccsc2)N1 | 4% | 2% | 3% | -0.9% | -11% | -0.4% | 7% | -4.6% | 28%
CC(=O)c1sc(-c2ccccc2)cc1NS(=O)(=O)c1ccc(C)cc1 | 5% | 3% | -6% | 0.1% | 16% | 0.0% | 29% | 6.2% | 9%
COc1cccc(-c2nnc(SCC(=O)Nc3cc(C)on3)n2C)c1 | -2% | -2% | 9% | 0.0% | 9% | -0.1% | -1% | -1.0% | -24%
CC1=CC2=NC(=O)CC(C)(C(=O)N(CC(=O)NC3CCCC3)c3ccccc3F)N2C=C1 (configuration not stated) | 4% | 2% | -15% | -0.7% | -15% | 0.2% | -2% | 0.4% | -22%
O=C(/C=C/c1ccc(F)cc1)c1ccc(N2CCOCC2)cc1 | 13% | 5% | -33% | -0.6% | -13% | 0.5% | -4% | -1.8% | 3%
FC(F)(F)c1ccccc1CNCc1ccc2c(c1)OCO2 | 24% | 4% | -9% | 1.5% | -4% | -0.2% | -1% | -1.0% | 18%
O=C1N=c2ccccc2=C1c1sc(Nc2cccc(O)c2)nc1O | -4% | -8% | 2% | -6.7% | -30% | -0.2% | -11% | -4.3% | -1%[20 µM]
COc1ccccc1NC(=O)/C(=C\c1cccnc1)NC(=O)c1ccc(C)cc1 | 2% | 1% | 1% | 0.7% | 14% | -0.1% | -4% | -3.3% | -21%
CCOC(=O)c1ccc(N/C=C/C(=O)C(C)(C)C)cc1 | 3% | 30% | -118% | -1.1% | -56% | -0.1% | -6% | -1.6% | 8%[20 µM]
CCS(=O)c1ccccc1C(=O)O (configuration not stated) | 8% | 3% | 3% | -3.2% | 8% | -0.3% | 4% | -8.5% | -11%
Cc1cc(OC(C)C(=O)NCc2ccncc2)c2c(C)c(C)c(=O)oc2c1 (configuration not stated) | 15% | 11% | 2% | -0.2% | -35% | -0.1% | -4% | 5.3% | -28%
Nc1ccc(Sc2nnnn2-c2ccccc2)c(Cl)c1 | 4% | 3% | 12% | 0.1% | x | 0.0% | 5% | 2.3% | 11%
CC(=O)NS(=O)(=O)c1ccc(NC(=O)c2cc(-c3ccc(C)cc3)nc3ccccc23)cc1 | 13% | 5% | 9% | 30% | 12% | -0.1% | 9% | -0.2% | -1%
COc1ccccc1N1CCN(C2CCCN(Cc3cc(F)cc(F)c3)C2)CC1 (configuration not stated) | 9% | -1% | -7% | -1.4% | 29% | 0.0% | 2% | -6.5% | -29%[20 µM]
COc1ccc(NC(=O)Nc2ccccc2C(N)=O)cc1 | 5% | 5% | 1% | 0.0% | -26% | 0.2% | 45% | -2.2% | 6%
O=C(c1cc(COc2c(F)cccc2F)on1)N1CCc2ccccc2C1 | 8% | 20% | 8% | 0.2% | -40% | 0.1% | -30% | x | -8%[20 µM]
CCc1nc2ccccc2c(C(=O)OCC(=O)C(C)(C)C)c1C | 4% | -13% | 23% | 0.0% | -9% | 0.4% | 2% | -6.8% | -1%
CCc1cc(=O)n2c([nH]c3ccccc32)c1C#N | 11% | 13% | 9% | 17% | -21% | -0.1% | -14% | x | -2%
O=C(NC(=S)NCCN1CCOCC1)c1ccc(F)cc1 | 0% | 11% | 13% | -0.7% | -19% | 0.1% | 6% | 4.6% | 3%
CCOC(=O)c1ccc(NC(=O)CC2OCCN(CC)C2=O)cc1 (configuration not stated) | 8% | 4% | 11% | 8.6% | -6% | u | 4% | -3.1% | 24%
CC1CCN(C(=O)c2cc(-c3ccccc3O)on2)CC1 | 11% | 4% | -149% | -2.8% | -73% | 0.3% | 15% | -0.6% | 12%
COc1cc(OC)cc(Oc2ccc(S(=O)(=O)N3CCCCC3)cc2[N+](=O)[O-])c1 | 4% | 9% | -6% | 0.4% | -79% | -0.1% | 17% | -2.5% | 2%
COc1ccc(C2c3c(-c4ccccc4O)n[nH]c3C(=O)N2Cc2ccco2)cc1OC (configuration not stated) | -3% | 18% | 11% | -2.6% | 3% | 0.6% | -6% | 3.7% | 5%
O=C(NCCN1C(=O)S/C(=C\c2ccc(Cl)c(Cl)c2)C1=O)C1COc2ccccc2O1 (configuration not stated) | 4% | 9% | -13% | -2.2% | 42% | 0.8% | -1% | 1.6% | -55%[20 µM]
NC(N)=NC(N)=Nc1ccc2ccccc2c1 | 3% | 13% | 15% | -0.4% | 0% | -0.2% | 0% | -3.7% | 10%
C/C=N\NC(=O)COc1cc(C)ccc1C | x | 4% | -4% | 0.2% | -31% | 0.0% | 1% | -2.1% | 13%[20 µM]
O=C(Nc1ccc(N2CCCCC2)cc1)c1ccccc1 | 37% | 4% | -130% | 0.8% | -20% | 0.1% | 7% | 0.9% | 14%
Oc1ccccc1N1CCN(c2ncccn2)CC1 | 4% | 6% | 11% | -2.1% | -15% | -0.1% | 8% | -2.8% | 22%
O=C(c1cnn2c(C(F)F)cc(-c3ccccc3)nc12)N1CCCCC1c1cccnc1 (configuration not stated) | 0% | 2% | 15% | -1.5% | 2% | 0.0% | -7% | 4.2% | 31%
CCn1c2ccccc2c2cc(NC(=O)CSc3nnc(-c4cccc(C)c4)o3)ccc21 | 13% | 2% | -39% | -1.9% | -4% | 0.2% | 5% | -0.2% | -16%
O=C(c1ccc2c3n(nc2c1)-c1ccc(Cl)cc1CO3)N1CCOCC1 | 10% | 30% | -44% | -0.4% | 0% | -0.2% | 16% | 0.0% | 12%
Cc1cc(=O)[nH]c(N2CCc3ccccc3C2)n1 | 9% | 13% | 1% | -2.6% | -27% | -0.2% | 1% | -2.3% | 0%
CC(=O)Nc1ccc(S(=O)(=O)N2CCN(CC(=O)N3CCOCC3)CC2)cc1 | x | 10% | -18% | 0.6% | -8% | 0.3% | -3% | -1.8% | -14%
CC(=O)Nc1ccc(Oc2ncccn2)c(Cl)c1 | 7% | -5% | -3% | 2.4% | -12% | 0.0% | -13% | -6.6% | -30%
CSc1ccc(CCNC(=O)c2cc(-c3ccccc3)c(N3CCOCC3)s2)cc1 | -2% | 3% | 20% | 0.3% | -15% | -0.2% | 13% | -6.5% | 5%
Cn1c(CNC(=O)CNC(=O)Cc2ccc(F)cc2)cc(=O)n(C)c1=O | 12% | 13% | 1% | 0.8% | -20% | -0.2% | 5% | -4.5% | -21%
CCOC(=O)c1cc2c(=O)[nH]c(C(Cl)(Cl)Cl)nc2o1 | 6% | 7% | 16% | 4.8% | -22% | 0.2% | -11% | -3.6% | -24%
O=C(CCCN1C(=O)/C(=C/c2ccccc2Cl)SC1=S)NNC(=O)c1ccccc1Cl | 1% | 5% | 14% | 2.0% | 49% | 0.2% | -3% | 3.4% | 8%
CN1CCN(C(=O)CCn2c(=O)c3cccn3c3cccnc32)CC1 | 9% | 9% | 16% | -0.2% | 10% | 1.0% | -4% | -1.5% | -22%
O=C1NC2(CCCCCC2)C(=O)N1Cc1ccccc1Br | 4% | 11% | 0% | 1.0% | 6% | -0.2% | 8% | 2.9% | -22%
O=C(Nc1ncccc1O)c1c(O)c2ccccc2[nH]c1=O | 14% | 8% | 5% | -0.3% | -11% | -0.1% | 6% | -1.4% | 15%
COc1cccc(CNC(=O)CC2Sc3ccccc3NC2=O)c1 (configuration not stated) | -6% | 1% | 3% | 3.2% | -19% | 0.5% | 4% | -6.7% | 13%
CCOC(=O)Nc1ccc2c(c1)N(C(=O)CCN(C)C)c1ccccc1CC2 | 3% | 2% | 10% | 0.8% | -3% | 0.0% | 1% | 4.3% | -31%

Compound profiles, from the list above. Values in the order: Rac1 GTP hydrolysis	Large T inhibition	NOD2 inhibition	HIV fusion peptide	NOD1 NF-kB reporter	GPR55 activation	GPR55 LPI antagonism	KOR beta-arrestin-1	KOR beta-arrestin-2
`CSc1ccc(CCNC(=O)c2cc(-c3ccccc3)c(N3CCOCC3)s2)cc1` is entered as -2%	3%	20%	0.3%	-15%	-0.2%	13%	-6.5%	5%
`O=C(Nc1ncccc1O)c1c(O)c2ccccc2[nH]c1=O` is entered as 14%	8%	5%	-0.3%	-11%	-0.1%	6%	-1.4%	15%

Only part of the results is shown (hit frequency here may not be typical).
